UBC13 polyUb: UBC13 polyubiquitin chain formation inhibitors, primary screen, biochemical, TR-FRET, uHTS; Ubiquitin-conjugating enzyme E2 N (Homo sapiens), P61088; inhibition, % at 20 µM; 0.47% of 330,000 active; AID 485273, 2010; in the data active = inhibition above about 45%, passing the limit was not always enough
Target sequence (P61088 whole entry, looked up): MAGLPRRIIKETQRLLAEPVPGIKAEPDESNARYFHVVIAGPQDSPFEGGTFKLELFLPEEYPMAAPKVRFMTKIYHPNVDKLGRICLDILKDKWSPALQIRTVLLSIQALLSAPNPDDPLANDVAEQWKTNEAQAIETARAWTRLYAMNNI
CXCR6 block: CXCR6 receptor inhibitors, primary screen, cell-based, beta-arrestin, luminescence, CHO-K1 PathHunter, 1536-well | inhibition, % at 20 µM | 0.36% of 360,000 active | C-X-C chemokine receptor type 6 (Homo sapiens), O00574; in the data active = inhibition above about 34%, passing the limit was not always enough;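 also: antagonist mode with CXCL16 agonist at 10 nM final; 0% = 10 nM CXCL16 with DMSO and 100% = unstimulated wells without agonist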
ATG4B inh: ATG4B protease inhibitors, primary screen, biochemical, fluorescence, uHTS. ATG4B cleavage of LC3-PLA2, NBD-HPC fluorescence, 1 h. Cysteine protease ATG4B (Homo sapiens), Q9Y4P1. inhibition, % at 8.33 µM. 0.51% of 340,000 active; in the data active = inhibition above about 40%
Target sequence (Q9Y4P1 whole entry, looked up): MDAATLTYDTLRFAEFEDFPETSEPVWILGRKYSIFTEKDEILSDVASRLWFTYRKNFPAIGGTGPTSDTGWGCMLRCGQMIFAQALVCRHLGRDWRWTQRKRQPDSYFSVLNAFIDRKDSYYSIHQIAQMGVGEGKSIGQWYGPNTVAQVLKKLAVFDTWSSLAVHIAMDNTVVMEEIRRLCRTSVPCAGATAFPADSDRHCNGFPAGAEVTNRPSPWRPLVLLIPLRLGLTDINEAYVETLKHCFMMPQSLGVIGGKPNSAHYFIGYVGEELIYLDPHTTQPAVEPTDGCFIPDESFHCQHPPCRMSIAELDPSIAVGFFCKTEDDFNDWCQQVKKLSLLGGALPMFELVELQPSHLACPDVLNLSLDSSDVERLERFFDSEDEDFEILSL
EBI2 block: EBI2 receptor antagonists, beta-arrestin recruitment, primary screen, cell-based, luminescence, 7a,25-OHC stimulation, uHTS; G-protein coupled receptor 183 (Homo sapiens), P32249; 7a,25-OHC stimulated; inhibition, % at 5 µM; 0.81% of 360,000 active; in the data active = inhibition above about 38%;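 also: enzyme fragment complementation signal reports receptor beta-arrestin coupling in cells; 0% = agonist plus DMSO wells and 100% = wells without agonist; some results beyond the cut were filed as inactive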
Gli-Sufu antag: Gli-Sufu pathway antagonists, primary screen, luciferase luminescence, Sufu-KO-LIGHT cells, uHTS | inhibition, % at 5 µM | Sufu-KO-LIGHT fibroblasts, Gli luciferase reporter luminescence | 0.74% of 340,000 active;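 active = inhibition above about 55%, limit read from the data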;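 also: 0% = DMSO-treated cells and 100% = wells with medium but no cells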
APJ antag: antagonists of human apelin receptor APJ, primary screen, CHO-K1 cells, beta-arrestin complementation, luminescence. P35414. inhibition, % at 20 µM. 0.32% of 330,000 active. AID 2521, 2010;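 active = inhibition above about 40% at 20 µM, limit read from the data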;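 also: cells challenged with 10 nM apelin-13 agonist together with compound; plate controls were apelin-13 plus DMSO wells for no effect and DMSO wells lacking apelin-13 for full effect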
APJ agonist: agonists of human apelin receptor APJ, primary screen, CHO-K1 cells, PathHunter beta-arrestin, luminescence. P35414. 0% DMSO wells, 100% apelin. activation, % at 20 µM. 0.11% of 330,000 active;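 active = activation more than six SD over the plate average, tested at 20 µM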;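 also: 0% = DMSO alone and 100% = apelin-13 at 10 nM; some results filed as inactive read as strong as hits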
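Test system: CHO-K1 APJ beta-arrestin complementation cell line. Amount: cell density 1000 per well. Controls: DMSO negative, 10 nM Apelin-13 positive. Signal: luminescent beta-gal fragment complementation, chemiluminescent substrate. Read-out basis: agonist-driven arrestin binding to APJ. Timing: compound stimulation 90 min at 25 °C, detection 60 min.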
CCR6 antag: CCR6 receptor antagonists, primary screen, cell-based, CHO-K1, luminescence, beta-arrestin, uHTS. inhibition, % at 20 µM. 0.49% of 340,000 active. C-C chemokine receptor type 6 (Homo sapiens), P51684. CHO-K1 CCR6 PathHunter beta-arrestin, CCL20-stimulated. AID 493098, 2011;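 active = compounds whose inhibition of the agonist-driven luminescence signal at 20 µM reaches about 50%, limit read from the data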;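 also: cells stimulated with CCL20 at 14 nM final; plate controls were DMSO with CCL20 for no effect and DMSO without agonist for full effect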
Target sequence (P51684 whole entry, looked up): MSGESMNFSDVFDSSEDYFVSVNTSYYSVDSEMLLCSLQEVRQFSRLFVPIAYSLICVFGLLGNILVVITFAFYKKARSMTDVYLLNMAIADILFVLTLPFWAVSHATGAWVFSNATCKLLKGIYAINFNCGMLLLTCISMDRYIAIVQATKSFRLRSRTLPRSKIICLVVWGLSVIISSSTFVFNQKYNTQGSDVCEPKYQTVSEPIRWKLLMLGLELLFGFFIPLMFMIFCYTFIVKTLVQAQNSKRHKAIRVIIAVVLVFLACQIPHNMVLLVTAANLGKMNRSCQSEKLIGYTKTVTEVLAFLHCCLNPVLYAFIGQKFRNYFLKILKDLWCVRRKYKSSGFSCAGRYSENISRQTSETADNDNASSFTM
Starred values were filed as active, the others as inactive; / = no result given.

molecule | UBC13 polyUb | CXCR6 block | ATG4B inh | EBI2 block | Gli-Sufu antag | APJ antag | APJ agonist | CCR6 antag
CCO/C=N/c1c(C#N)c2c(c(=S)n1C)COC(C)(C)C2 | 40.3 | 0.6 | -5.7 | -0.2 | 12.9 | 8.0 | -3.1 | -1.9
CCOC(=O)c1ccc(NC(=O)CSc2nnc(CNC(=O)c3ccco3)o2)cc1 | -3.4 | 24.2 | -5.7 | 5.4 | -5.3 | 21.1 | -5.0 | 21.1
COC(=O)CCC(=O)N(CCN(Cc1ccccc1)C(=O)CCC(=O)OC)Cc1ccccc1 | -4.7 | 4.1 | 2.4 | 6.7 | 44.1 | 17.8 | -3.2 | 20.6
CCC1(c2ccccc2)NC(=O)N(CC(=O)NC2CCCC2)C1=O (stereo unspecified) | -4.9 | 0.8 | 4.6 | -1.9 | -8.4 | 16.9 | -2.7 | 12.7
CCn1nc(C)c(Oc2ccccc2O)c1C | -3.0 | 4.5 | -15.0 | -3.4 | 8.7 | 0.3 | 6.6 | -1.8
COc1ccc(C)c2sc(N(CCCN(C)C)C(=O)CS(=O)(=O)c3ccc(F)cc3)nc12 | 25.5 | 7.6 | -5.2 | -2.9 | -3.2 | 27.6 | 5.0 | -3.5
COc1ccccc1C(=O)NN1C(=O)C2C3C=CC(O3)C2C1=O (stereo unspecified) | 2.8 | -2.5 | -1.4 | 6.9 | -15.9 | 8.4 | -3.1 | 1.2
CCN(CC)CCCn1c2c(c(SCC(=O)Nc3nccs3)nc1=O)CCC2 | 2.3 | 2.8 | 5.1 | -1.2 | 11.5 | 13.0 | -5.1 | 8.4
O=C(CN1CCN(C(=O)c2cccc(S(=O)(=O)N3CCCC3)c2)CC1)Nc1ccccc1Cl | 8.4 | 1.7 | -9.4 | 4.0 | -2.3 | -0.5 | -2.8 | 0.2
COc1cc2nc(SCC(=O)NCc3ccco3)n(Cc3ccc(Cl)cc3)c(=O)c2cc1OC | -8.2 | 2.8 | -4.7 | 21.1 | 14.1 | 4.1 | -2.2 | -2.5
COc1ccc(NC(=O)C2CCC(C(C)(C)C)CC2)cc1S(=O)(=O)N1CCCCC1 (stereo unspecified) | -7.6 | -2.3 | -3.9 | 1.6 | 5.2 | -7.7 | 0.1 | -7.5
CCOC(=O)N1CCN(CC(O)COC(CC)c2ccccc2)CC1 (stereo unspecified) | -2.8 | 0.6 | -2.2 | -4.6 | 1.6 | 5.3 | 2.1 | 2.6
N#Cc1c(-c2ccccc2)nc(-c2ccccc2)[nH]c1=O | 9.7 | 9.3 | -3.4 | 0.1 | 0.5 | 20.9 | -0.2 | 6.1
COc1ccc(NC(=S)NC(=O)C2CCCCC2)cc1 | -8.3 | 2.7 | -2.3 | 0.2 | -53.2 | 2.6 | -4.3 | -8.8
O=C(Nc1nc2cc3c(cc2s1)OCO3)C1=COCCO1 | -8.5 | -5.7 | -0.4 | -3.0 | -38.3 | 3.0 | 2.4 | 7.9
Cc1cc(NC(=O)CSc2ncnc3c2cnn3-c2ccccc2)no1 | -3.2 | 3.8 | -4.4 | -0.5 | -2.3 | -22.7 | 0.2 | 2.2
COc1cc(/C=N/NS(=O)(=O)c2ccc(Br)cc2)ccc1O | -5.2 | -9.8 | 1.2 | -2.7 | -3.8 | -9.2 | 0.8 | 3.6
S=c1[nH]nc(Cn2cnc3ccccc32)n1-c1ccccc1 | 7.9 | -6.9 | 0.2 | -3.8 | 25.8 | 1.3 | -1.5 | -6.3
O=C(CN1CCCCC1)N/N=C/c1ccccc1OCc1ccccc1 | -0.7 | -1.6 | -4.6 | -4.1 | -11.7 | -14.9 | -2.7 | -2.4
C=CCn1c(C2CC(=O)N(c3ccc(C)cc3)C2)nc2ccccc21 (stereo unspecified) | 11.0 | 6.2 | 2.6 | 3.9 | 3.1 | 13.3 | -1.7 | 5.6
OCC#CCSc1nnc(-c2ccc(Br)cc2)o1 | 7.9 | -3.0 | -14.2 | -2.8 | -6.2 | -0.1 | -1.9 | 6.9
CCc1ccc(NC(=O)N(C2CCCCC2)C(C)c2cccnc2)cc1 (stereo unspecified) | -1.2 | 7.5 | -3.3 | -0.7 | 1.1 | 2.9 | -1.8 | 10.9
O=C1[C@@H]2CSCN2C(=O)CN1Cc1ccccc1F | 7.2 | -1.0 | 3.2 | 6.5 | 19.8 | -16.7 | -0.2 | 2.0
COc1ccc(-n2c3c(cc(C(=O)Nc4cccc(C)n4)c2=O)C(=O)CC(C)(C)C3)cc1 | 3.0 | 10.8 | -3.2 | -2.2 | 22.8 | 18.2 | 0.7 | 9.2
Cc1nn(Cc2ccc(F)cc2)c(C)c1NC(=O)c1cc(-c2ccc3c(c2)OCO3)on1 | -7.8 | / | 4.9 | / | 22.0 | 16.7 | -0.6 | 13.7
Cc1ccc(Sc2cnn(-c3ccccc3)c(=O)c2Cl)cc1 | 8.1 | 6.2 | 14.8 | -8.8 | -27.6 | 13.8 | -4.9 | 11.9
Cc1ccc(NC(=O)c2nnn(CC(=O)Nc3ccccc3)c2N)cc1C | -5.2 | -3.9 | -0.3 | -1.6 | -34.9 | 14.0 | 3.4 | 3.4
Cc1cc(C)c(C#N)c(SCc2ccccc2[N+](=O)[O-])n1 | 5.4 | 9.9 | 10.0 | 0.5 | 0.8 | 12.7 | -1.6 | 21.9
COc1cccc(-c2nn(-c3ccccc3)cc2CN(C)C(C)c2ccncn2)c1 (stereo unspecified) | -7.7 | -2.5 | -0.1 | 7.9 | 24.3 | -14.2 | -2.8 | 0.0
O=C(Nc1ccn([C@H]2CC[C@@H](CO)O2)c(=O)n1)c1ccccc1 | 2.7 | 4.0 | 3.5 | -4.4 | 4.7 | 12.0 | 1.7 | 4.8
Oc1ccccc1C(=S)N1CCCC1 | 1.9 | 7.0 | -5.7 | -3.1 | 2.4 | 16.5 | 3.8 | -3.8
CC1(C)CC(=O)C(CO)=C(c2cccc3ccccc23)C1=O | 3.9 | 7.7 | 7.1 | 0.0 | 3.2 | -7.4 | 0.4 | 5.5
CC(NS(=O)(=O)c1ccc(CCC(=O)NCc2cccnc2)cc1)c1ccccc1 (stereo unspecified) | 4.4 | 6.2 | 89.9* | 6.2 | -9.0 | -3.8 | -3.6 | 3.0
CC(C)(C)C(=O)Cn1ncc(Br)c(Br)c1=O | / | 5.6 | 0.2 | 11.2 | 4.4 | / | / | -9.5
CCN1CCN(c2ccc(NC(=O)c3ccc(OC)c(S(=O)(=O)N4CCCC4)c3)cc2)CC1 | 1.9 | 1.8 | -47.9 | -2.3 | -1.2 | -1.6 | -3.4 | 1.7
Cc1cc(-c2ccccc2)n(-c2ccc(C(=O)NC(C)C)cc2)n1 | 4.4 | 6.3 | -3.3 | -18.2 | 6.2 | 6.4 | -1.0 | -4.8
CCC(=O)NCc1cc(-c2nn(C)c(=O)c3ccccc23)ccc1OC | 6.1 | 2.1 | 2.5 | 5.1 | 11.2 | -8.3 | -3.7 | 0.0
Cc1noc(C)c1C(=O)Nc1sccc1C(N)=O | 14.7 | 2.7 | -0.8 | 0.3 | 3.3 | 2.1 | -2.8 | 7.4
Cc1ccc2nc(N(CCN3CCOCC3)C(=O)CCS(=O)(=O)c3ccccc3)sc2c1 | 2.6 | 3.5 | -11.2 | -5.8 | -33.6 | 9.2 | 0.5 | 6.7
CC1Cc2nc(SCC(=O)N3CCOCC3)n(C)c(=O)c2S1 (stereo unspecified) | -11.1 | -19.7 | 6.3 | 1.5 | -3.6 | 13.8 | 0.3 | 6.0
CCC(=O)N1CCN(c2ccc(NC(=O)c3ccc(N4CCOCC4)c([N+](=O)[O-])c3)cc2)CC1 | -13.5 | -7.4 | -5.9 | -5.7 | 1.4 | 11.5 | 3.8 | 3.0
Cc1cc(C)c2nc(NC(=O)C3CC(=O)N(Cc4ccco4)C3)sc2c1 (stereo unspecified) | -9.2 | 1.3 | -9.0 | 1.2 | / | -15.1 | -2.4 | 8.4
O=C(/C=C/c1ccc(Cl)cc1Cl)Nc1ccncc1 | 9.6 | -28.1 | -11.9 | -2.7 | -14.0 | -28.2 | 12.3 | 9.3
O=C(NC1CCCCC1)c1cc([N+](=O)[O-])ccc1N1CCCC1 | -15.2 | 1.9 | -2.4 | 7.4 | 5.7 | 11.8 | -6.0 | 14.5
COc1cccc(CN2C(=O)c3ccccc3S2(=O)=O)c1 | 3.9 | -7.4 | -0.6 | -5.8 | 19.8 | 2.8 | -1.6 | 12.4
Cc1ccc(NC(=O)C2(NC(=O)c3ccccn3)CCCCC2)cc1Br | -3.4 | 0.3 | -1.5 | 0.3 | 2.3 | 6.0 | -3.1 | 18.6
Cc1ccc(/C=C/C(=O)Nc2nnc(C)s2)o1 | -29.3 | 1.0 | 0.2 | 7.6 | -4.3 | 7.5 | -1.0 | 18.4
CCCCn1cc(C(C)(C)C)c(C#N)c1NC(C)=O | -8.4 | 0.4 | -3.7 | -25.2 | 5.5 | 4.8 | -0.5 | 5.0
Cc1ccc(-n2nnnc2SCC(=O)Nc2ccccc2-c2ccccc2)cc1C | 8.1 | 4.4 | 52.4* | 10.2 | 1.2 | 11.0 | 1.9 | 20.1
CC(C)CNC(=S)N(CCCO)Cc1cc2cc3c(cc2[nH]c1=O)OCO3 | -8.9 | 7.5 | 0.2 | -14.5 | -20.1 | -6.3 | -0.2 | -1.8
Cc1c(C(=O)N2CCC(C(N)=O)CC2)sc(N)c1C#N | -8.3 | 3.2 | -0.8 | 1.9 | 0.8 | 1.0 | -2.7 | -9.1
Cc1cc(C(=O)NC(C)c2ccccc2)c2cc(F)ccc2n1 (stereo unspecified) | 0.4 | 2.0 | -10.6 | -6.3 | -7.4 | 2.4 | 0.0 | 2.2
c1ccc(-c2nc3ccccc3[nH]2)nc1 | -8.9 | -8.0 | -5.9 | -3.5 | -53.8 | -5.6 | -0.7 | -7.0
C=C(C)C1CCC(C)=C1CC(C)(C)/C=N\n1cnnc1 (stereo unspecified) | 0.0 | -7.0 | 3.8 | 8.0 | 15.6 | 10.8 | 2.5 | -2.8
N#Cc1cn(CC(=O)N2CCCc3ccccc32)c2ccccc12 | 3.8 | -5.1 | -2.8 | 5.6 | -25.9 | -0.8 | -5.8 | 5.5
CC(=O)Nc1ccc(N(C(=O)c2ccco2)C(C(=O)NC2CCCC2)c2ccncc2)cc1 (stereo unspecified) | 6.2 | -1.6 | 2.2 | -7.4 | -1.6 | -9.3 | 0.6 | -3.6
CN1CCC(NC(=O)Nc2cccc(C(F)(F)F)c2)CC1 | -9.1 | -9.7 | -2.0 | -9.6 | 1.2 | 4.7 | -3.0 | -0.4

2 compounds drawn at random from the list so far:
molecule | UBC13 polyUb | CXCR6 block | ATG4B inh | EBI2 block | Gli-Sufu antag | APJ antag | APJ agonist | CCR6 antag
O=C(Nc1nc2cc3c(cc2s1)OCO3)C1=COCCO1 | -8.5 | -5.7 | -0.4 | -3.0 | -38.3 | 3.0 | 2.4 | 7.9
COC(=O)CCC(=O)N(CCN(Cc1ccccc1)C(=O)CCC(=O)OC)Cc1ccccc1 | -4.7 | 4.1 | 2.4 | 6.7 | 44.1 | 17.8 | -3.2 | 20.6

Screening data: PubChem, Sanford-Burnham Center for Chemical Genomics
